Hsp70 displacement – Hsp70 inhibitors, probe displacement, primary screen, biochemical, fluorescence polarization (AID 583). displacement, % at 20 µM, or IC50 in µM where a hit was titrated. Hsp70 fluorescence polarization probe displacement, mP; higher % means a stronger effect. Heat shock 70 kDa protein 1A (Homo sapiens). 140,000 tested, 0.06% active; in the data active = displacement above about 50%;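 also: plate controls were vehicle for no effect and reference ligand for full effect; a part of the inactive calls stands beside numbers as strong as those of hits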
MKP-3 inhibition – MKP-3 phosphatase inhibitors, primary screen, biochemical, rat enzyme, in vitro (AID 425). Dual specificity protein phosphatase 6 (Rattus norvegicus). 110,000 tested, 0.17% active. recombinant MKP-3 phosphatase activity, fluorescence; higher % means a stronger effect. inhibition, % at 20 µM; hits with a dose series show IC50 in µM; in the data active = inhibition above about 50%;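 also: plate controls were vehicle for no effect and reference inhibitor for full effect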
* = called active by the depositor; . = not tested or not shown; & = joins results of further samples. Not all compounds are listed (hit frequency here may not be typical).

mol	Hsp70 displacement	MKP-3 inhibition
Cn1ccnc1SCC(=O)NC1CCCCC1	-6.6%	-1%
CN1C(=O)/C(=C/c2ccc3c(c2)OCO3)SC1=S	3.8%	1%
CCOc1ccc2ccccc2c1C(=O)N1CCOCC1	2.4%	3%
CCCCCCSc1nc2c(c(=O)[nH]c(=O)n2C)n1C	0.5%	-2%
O=C(Nc1ccc(-c2nc3ccccc3o2)c(O)c1)c1cccc(OCc2ccccc2)c1	0.4%	-5%
CC1=Nn2c(nnc2-c2n[nH]c3c2CCC3)SC1	-4.1%	10%
CCOC(=O)C1CCN(c2c(NCCCN3CCN(Cc4ccccc4)CC3)c(=O)c2=O)CC1	3.3%	-4%
CCn1c(Cc2ccccc2)nnc1SCc1nc2ccccc2c(=O)[nH]1	1.3%	-8%
Cc1cc(C)nc(SCC(=O)Nc2nnc(-c3ccccc3)s2)n1	-4.1%	4%
COc1cc(C(=O)n2nc(C)c(Sc3ccccc3)c2C)cc(OC)c1OC	-4.9%	2%
COC(=O)C1=C(O)/C(=C/c2ccc(OCC(=O)Nc3ccccc3)cc2)N=C1C	6.3%	-1%
COc1cc(OC)c(C=Nc2ccccc2C(=O)Nc2ccccc2)cc1Br	-1.9%	2%

Overlap with the part before: 3 compounds, then new ones.
mol	Hsp70 displacement	MKP-3 inhibition
COc1cc(C(=O)n2nc(C)c(Sc3ccccc3)c2C)cc(OC)c1OC	-4.9%	2%
COC(=O)C1=C(O)/C(=C/c2ccc(OCC(=O)Nc3ccccc3)cc2)N=C1C	6.3%	-1%
COc1cc(OC)c(C=Nc2ccccc2C(=O)Nc2ccccc2)cc1Br	-1.9%	2%
O=c1c(-c2ccccc2)n[nH]c2ccccc12	-3.8%	-1%
CC(C)(C)c1ccc(C(=O)N2N=C(c3cccnc3)CC2(O)C(F)(F)F)cc1 (stereo not drawn)	-0.2%	4%
O=C(Nc1ccccc1C(=O)Nc1ccccn1)c1ccco1	2.9%	-2%
Nc1nc(-c2ccccc2)cc(-c2ccccc2O)n1	-0.7%	3%
CCOC(=O)c1nc(Nc2ccc(C)cc2)c2ccccc2n1	8.0%	.
CC(=O)n1cnc(-c2ccc(N)c([N+](=O)[O-])c2)c1	0.3%	5%
CC(=O)NNC(=O)c1cccc(Cl)c1	-1.8%	3%
CS(=O)(=O)N(CC(=O)Nc1cccc2ccccc12)c1cccc(Cl)c1	-3.6%	-2%
CCCn1c(SCC(=O)NCCc2ccccc2)nnc1-c1cccnc1	-1.8%	4%
CCOc1cc(/C=C2/C(=N)N3OC(C)=CC3=NC2=O)ccc1OCCOc1ccccc1	-9.8%	.
Cc1ccc(OCC(=O)Nc2ccc(F)c([N+](=O)[O-])c2)cc1	-0.5%	-2%
Cc1ccc(/C=C2\SC(=S)N(CC(C)C)C2=O)cc1	-1.3%	6%

Other compounds
mol	Hsp70 displacement	MKP-3 inhibition
CS(=O)(=O)c1ccc2nc(NC(=O)c3cc(-c4ccccc4)nc4ccccc34)sc2c1	-1.3%	0%
COCCNC(=O)C(c1ccccc1)N(CCOC)C(=O)Cn1nnc2ccccc21 (stereo not drawn)	0.1%	1%
COc1ccc(C2C(C(=O)Nc3cccc(C)n3)c3ccccc3C(=O)N2C)cc1 (stereo not drawn)	-4.6%	-1%
CC(=O)c1ccc(NC(=O)CSC(N)=O)cc1	-1.9%	-6%
O=C(CSc1nnnn1-c1ccc(F)cc1)NC1CCCCC1	-0.1%	1%
CC(C)OCCCNC(=O)c1ccc2c(c1)ncn2C1CCCC1	0.2%	1%
Cc1cc(C)nc(NC(=O)c2ccc(OC(C)C)cc2)n1	-1.6%	-4%
Cc1sc2nc(-c3ccc([N+](=O)[O-])cc3)[nH]c(=O)c2c1C	-4.0%	6%
Cc1nc2ncnn2c(C)c1CCC(=O)NC(C)CCc1ccco1 (stereo not drawn)	1.6%	5%
Cc1cnc(NC(=O)c2cc3c(C)nn(-c4ccccc4)c3s2)s1	0.6%	.
O=C(Nc1ccc(N2CCOCC2)cc1)c1ccccc1Cl	-5.7%	0%
O=C(N1CCCCCC1)N1CCN(C(=O)N2CCOCC2)CC1	-4.4%	-4%

The listing continues.
mol	Hsp70 displacement	MKP-3 inhibition
CCN(c1ccccc1)c1nc2nonc2nc1N(C)C	0.2%	0%
CCCCS(=O)(=O)NC1=NCN(Cc2ccco2)CN1	-8.2%	0%
CN(Cc1ccccc1)C(=O)C1CCCN(Cc2ccc(Cl)cc2)C1 (stereo not drawn)	1.1%	.
CCN(CC)CCOC(=O)c1ccc(NC(=O)CCNC(=O)Cn2ccc3ccccc3c2=O)cc1	.	-8%
C=CCNc1nc2ccccn2c(=O)c1/C=C1\SC(=S)N(CCc2ccccc2)C1=O	-32%	5%
COC(=O)c1ccc(COc2ncnc3c(Cl)cc(Cl)cc23)o1	.	-10%
COCCNS(=O)(=O)c1ccc(F)c(OC)c1	-2.2%	.
CC(=O)N1C(=O)c2cccc3cccc(c23)C(=O)N1C(C)=O	-0.2%	-1%
Cc1cccc(NC(=O)c2cc3cc(Br)ccc3oc2=O)c1	1.8%	3%
O=C(CSc1nc2ccccc2c(=O)n1Cc1ccco1)c1ccc(F)cc1	-0.8%	-14%
Cc1nc2ccc(Nc3nc4cc(S(=O)(=O)N5CCOCC5)ccc4o3)cc2s1	-2.0%	0%
c1ccc(-c2cn3cccnc3n2)cc1	0.4%	-8%

New compounds follow.
mol	Hsp70 displacement	MKP-3 inhibition
Cc1ccc(C2/C(=C(\O)c3ccc(F)cc3)C(=O)C(=O)N2CCCCCC(=O)O)cc1 (stereo not drawn)	-1.0%	3%
O=C(c1ccccc1)c1ccccc1C(=O)N1CCCCC1	7.1%	0%
c1cnc(Oc2ccc(-c3nnco3)cc2)cn1	-1.7%	-15%
Cc1ccc(/C=C(/NC(=O)c2ccccc2I)C(=O)O)o1	3.0%	2%
COc1ccc(-c2nc3cc(NC(=O)/C=C/c4cccc([N+](=O)[O-])c4)ccc3o2)cc1Cl	-3.0%	2%
N#Cc1c(/N=C/c2ccc(O)cc2)sc2c1CCCC2	-1.5%	-1%
Cc1ccccc1CN1CCN(C(=O)c2cccc(Cl)c2)CC1	0.8%	4%
COc1ccc(NC(=O)C23CCC4CC(CC(C4)C2)C3)cc1	0.6%	1%
COc1ccc(C(CC(=O)O)NS(=O)(=O)c2ccc(C)cc2)cc1OC (stereo not drawn)	2.0%	-2%
COC(=O)c1ccc(OCC(=O)Nc2nn(-c3ccccc3)nc2C(N)=O)cc1	-3.6%	-14%
O=S(=O)(Nc1ccccn1)c1ccc(Oc2ccccc2)cc1	-0.6%	-5%
Cc1ccccc1C(=O)N(C)Cc1ccccc1	2.1%	1%

An excerpt of these results, as labelled records:
Molecule: COc1ccc(NC(=O)C23CCC4CC(CC(C4)C2)C3)cc1
  Hsp70 displacement = 0.6%
  MKP-3 inhibition = 1%

Molecule: O=S(=O)(Nc1ccccn1)c1ccc(Oc2ccccc2)cc1
  Hsp70 displacement = -0.6%
  MKP-3 inhibition = -5%

(list continues)
mol	Hsp70 displacement	MKP-3 inhibition
COCCSc1ccccc1C(=O)Nc1nccs1	.	4%
Cc1cnn(-c2cc(N/N=C/c3ccccc3F)ncn2)c1	1.2%	2%
COCC(C)n1c(C)cc(C(=O)COC(=O)c2oc3ccccc3c2C)c1C (stereo not drawn)	-2.5%	-15%
COc1ccc(C)cc1NC(=O)NC1CCN(Cc2ccccc2)CC1	0.1%	-5%
CC(=O)Oc1ccc(C(=O)Nc2cc(Cl)ccc2C(=O)O)cc1	9.3%	2%
O=C(CNS(=O)(=O)c1ccc(Br)s1)NCc1ccc2c(c1)OCO2	-0.4%	3%
CCOC(=O)C1=C(C)N=c2s/c(=C\c3c(OC)ccc4ccccc34)c(=O)n2C1c1ccc2c(c1)OCO2 (stereo not drawn)	-5.3%	0%
COc1cc(NC(=O)Cc2ccccc2OC)cc(OC)c1	-6.6%	-12%
Cc1ccc2c(Cl)c(C(=O)NCCCn3ccnc3)sc2c1	0.7%	.
Cc1cc(NC(=O)c2ccc3ccccc3c2)ccc1NC(=O)c1ccccc1	-5.5%	1%
CCOC(=O)Nc1ccc(S(=O)(=O)NCCCN2CCOCC2)cc1	6.6%	-4%
O=C(O)c1ccc(NC(=O)C2(c3ccccc3)CCOCC2)cc1	-0.3%	-2%

(further entries)
mol	Hsp70 displacement	MKP-3 inhibition
CCOC(=O)C1=C(C)N=c2s/c(=C/c3ccco3)c(=O)n2C1c1cccc(OC)c1 (stereo not drawn)	-8.6%	-6%
CCn1cc(CN(C)C(=O)CSc2nc(-c3ccco3)cc(C(F)(F)F)n2)c(C)n1	0.2%	.
Cc1ccc(-n2c(C)cc(/C=N/NC(=O)c3cccnc3)c2C)c(C)c1	5.4%	2%
CCn1c(C(O)c2ccc(C)cc2)nc2ccccc21 (stereo not drawn)	8.1%&-1.7%	7%&2%
COc1ccc(/C=N/NC(=O)C2CC2)c(OC)c1OC	7.6%	0%
CCn1nnnc1-c1ccc(OC)c(S(=O)(=O)Nc2cccc(C(F)(F)F)c2)c1	-4.4%	3%
COCc1nnc(NC(=O)c2ccc(S(=O)(=O)N(C)c3ccccc3)cc2)o1	-6.5%	1%
CCOC(=O)Cn1nnnc1CN(Cc1ccc(OC)cc1)Cc1cc2cc(C)cc(C)c2[nH]c1=O	1.8%	-10%
CCOC(=O)c1sc(=S)n(-c2ccc3c(c2)OCO3)c1N	-2.4%	4%
O=C(CNC(=O)c1ccco1)NCCCc1ccccc1	1.2%	-9%
CCOc1ccc(NS(=O)(=O)c2ccc3[nH]cc(C(=O)NC(C)CC)c(=O)c3c2)cc1 (stereo not drawn)	4.0%	0%
Cc1nn(CC(O)COc2ccc3c(c2)CCC3)c(C)c1Br (stereo not drawn)	0.9%	.

The final 3 entries of the section before come first, to join the parts.
mol	Hsp70 displacement	MKP-3 inhibition
O=C(CNC(=O)c1ccco1)NCCCc1ccccc1	1.2%	-9%
CCOc1ccc(NS(=O)(=O)c2ccc3[nH]cc(C(=O)NC(C)CC)c(=O)c3c2)cc1 (stereo not drawn)	4.0%	0%
Cc1nn(CC(O)COc2ccc3c(c2)CCC3)c(C)c1Br (stereo not drawn)	0.9%	.
CCOc1ccc2nc(SCC(=O)c3ccc(Cl)s3)sc2c1	-6.2%	.
CCOC(=O)N1CCN(S(=O)(=O)c2ccc3c(c2)OCC(=O)N3)CC1	4.6%	-3%
CCN1C=C(C(=O)OC)C(c2cccc(C)c2)C(C(=O)OC)=C1	3.2%	-7%
CCOc1ccc(N(CC(=O)NC(C)(C)C)C(=O)c2ccco2)cc1	-0.2%	3%
O=C(Cc1ccc(F)cc1)OCC(=O)c1cc2ccccc2o1	-0.8%	-10%
CN1CCN(c2oc(COc3ccc(-c4ccccc4)cc3)nc2C#N)CC1	-0.1%	-4%
Cc1ccc2c(c1)c1ncnc(N3CCc4ccccc4C3)c1n2C	-2.1%	-3%
COC(=O)c1ccc(Cc2ccc(C(=O)OC)o2)o1	2.8%	-1%
O=C(CN1C(=O)C2C3C=CC(C3)C2C1=O)Nc1nc2ccccc2[nH]1 (stereo not drawn)	-0.4%	.
COc1ccc2ccccc2c1/C=C1/SC(NC(C)=O)=NC1=O	1.2%	2%
CCOC(=O)c1sc(N)c(C#N)c1CSc1nc2ccc(C)cc2[nH]1	-1.7%	.
CC1=Nn2c(nc(-c3ccccc3)c2-c2ccccc2)N(CC(N)=O)C(=O)C1	-0.3%	-7%

(further entries)
mol	Hsp70 displacement	MKP-3 inhibition
CSc1ccccc1NC(=O)c1cccc(Br)c1	-0.1%	3%
COc1cc(C2c3c(oc4ccccc4c3=O)C(=O)N2Cc2ccco2)ccc1O (stereo not drawn)	-2.1%	.
Cc1ccc2nc(-c3cc(Cl)c(N)c(Cl)c3)sc2c1	-3.9%	-1%
COC(=O)Cn1c(SCc2ccccc2)nc2ccccc21	-0.2%	.
CCSc1nc2c(c(=O)[nH]1)C(c1ccncc1)C(C(=O)OC)=C(C)N2 (stereo not drawn)	3.7%	2%
NS(=O)(=O)c1cc2c(cc1C(F)(F)F)NCNS2(=O)=O	8.7%	-4%
Cc1cc(=O)oc2ccc(OCC(=O)Nc3ccc(S(=O)(=O)O)cc3)cc12	0.5%	5%
O=C(O)C1Nc2ccc3ccccc3c2C2C=CCC12 (stereo not drawn)	32%	92%*
COc1ccccc1C(=O)Nc1cccc(NC(C)=O)c1	1.4%	1%
COc1ccc(NC(=O)c2cccnc2N2CCCCC2)cc1	2.0%	-4%
O=[N+]([O-])c1ccccc1CSc1nnnn1-c1ccccc1	2.5%	-4%
O=C(OCc1nc2ccccc2s1)c1cccs1	1.7%	10%

More structures follow.
mol	Hsp70 displacement	MKP-3 inhibition
Cc1ccc(Nc2nnc(SCC(=O)NCc3ccco3)s2)cc1	-3.3%	4%
CCCCCCOc1ccc(N2C(=O)CC(N3CCN(c4ccc(F)cc4)CC3)C2=O)cc1 (stereo not drawn)	2.9%	0%
CC(=O)NCc1nc2ccccc2n1Cc1ccccc1C	2.5%	-4%
COc1cccc(C(=O)NCCc2nc3ccccc3[nH]2)c1	3.7%	2%
CCSCCOC(=O)C1=C(C)N(C)C(=O)NC1c1cc2c(cc1Br)OCO2 (stereo not drawn)	-3.8%	3%
Cc1sc2nc(SCC(=O)N(CCO)CCO)n(C3CCCCC3)c(=O)c2c1C	4.7%	-5%
CCNc1nc(NCC)nc(Oc2ccc(OCC)nn2)n1	-1.9%	-9%
Cn1c(-c2ccco2)nc2c3ccccc3c3ccccc3c21	-0.2%	2%
O=c1c2ccccc2nc(/C=C/c2ccco2)n1Cc1ccccc1	-2.9%	3%

Bioassay records: PubChem, Sanford-Burnham Center for Chemical Genomics
